Compound activity: PubChem BioAssay, several laboratories
T cell HTS: T cell immune modulation candidate. 2C CD8+ T cell-vesicle binding, flow cytometry; stronger effect = lower value. calls only at 7 µM. 330,000 tested, 0.068% active;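 active means response, share of CD8 T cells binding vesicles, and their 90th percentile fluorescence all below set limits, cut at about 80% in these data, passing the limit was not always enough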
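Material: 2C TCR transgenic mouse naive CD8+ T cells, MACS-purified. Also added: QL9-charged Drosophila Ld/ICAM-1/B7-1 vesicles. Timing: binding 1.5 h at 37 °C. Measured by: high-throughput flow cytometry with anti-B7-1 and anti-CD8 staining. Read-out: percent CD8+ FL2 mean versus row control. Controls: Unloaded micro-vesicles (low), QL9 vesicles with 0.7% DMSO (high).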
West Nile virus CPE: West Nile virus antiviral activity, cell-based, CPE readout (AID 1621); West Nile virus-infected cells, CPE inhibition; higher % means a stronger effect; CPE inhibition, % at 10 µM, or IC50 in µM where a hit was titrated; 290,000 tested, 0.02% active; in the data active means a potency from the dose series; inconclusive means CPE inhibition mostly from about 3.7% at the one dose, without a potency; inactive means the rest, 99 in 100 with CPE inhibition below about 2.2%; further: strong numbers were not always called active
Salmonella PhoP GFP: PhoP-dependent GFP reporter repression – Salmonella Typhimurium, primary screen (AID 1863); S. Typhimurium PhoP-regulated promoter GFP reporter, 4 h; higher % means a stronger effect; one-dose inhibition, % at 50 µM; IC50 in µM for titrated hits; 300,000 tested, 0.16% active;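 active means inhibition over 29.93%, a cutoff 3 SD above the screen mean, later confirmed by dose response; inconclusive means inhibition over 29.93% but no dose response follow-up; inactive means inhibition at most 29.93% or unconfirmed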;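 further: 0% = low Mg2+ inducing control and 100% = high Mg2+ repressing control; strong numbers were not always called active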
GPR55 LPI antagonism: inhibition of LPI-stimulated GPR55 beta-arrestin translocation – imaging, U2OS, beta-arrestin-GFP, LPI agonist, primary screen (AID 2013); U2OS GPR55 beta-arrestin-GFP translocation imaging, LPI antagonism; higher % means a stronger effect; inhibition, % at 10 µM, or IC50 in µM where a hit was titrated; 290,000 tested, 0.13% active;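 active means spots per cell inhibited over 60%, with over 100 cells counted and total cytoplasm intensity under 500,000; inconclusive means wells with under 100 cells, flagged as likely toxic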;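 further: U2OS cells stably carrying GPR55 and arrestin-GFP stimulated by 5 µM LPI near EC80; imaged beta-arrestin-GFP aggregate spots per cell after agonist stimulation; plate controls were LPI-stimulated DMSO wells for no effect and DMSO wells without LPI for full effect; some results filed as inactive read as strong as hits; confirmed hits need IC50 under 10 µM and bright autofluorescent wells are also inconclusive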
GPR55 beta-arrestin: GPR55 agonists via beta-arrestin recruitment, primary screen, imaging, U2OS cells, beta-arrestin-GFP redistribution (AID 1961); U2OS GPR55 beta-arrestin-GFP redistribution imaging; higher % means a stronger effect; activation, % at 10 µM; hits with a dose series show EC50 in µM; 290,000 tested, 0.048% active;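 active means activation above 40% with more than 50 cells counted in the well; inconclusive means wells holding fewer than 50 cells, flagged as toxic or sparse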;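 further: U2OS osteosarcoma cells stably expressing GPR55 and beta-arrestin-GFP; plate controls were DMSO negative control for no effect and LPI positive control for full effect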
GPR35 arrestin U2OS: GPR35 antagonists blocking zaprinast-driven arrestin recruitment, primary screen, imaging, U2OS, beta-arrestin-GFP, zaprinast agonist (AID 2058); U2OS GPR35 beta-arrestin-GFP translocation imaging, zaprinast antagonism; higher % means a stronger effect; inhibition, % at 10 µM, or IC50 in µM where a hit was titrated; 290,000 tested, 0.052% active;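 active means inhibition of at least 50% with at least 30 cells and total cytoplasm GFP at most 10,000,000; inconclusive means under 30 cells or total GFP of 10,000,000 plus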
KOR beta-arrestin-1: KOR antagonists, beta-arrestin recruitment, cell-based, luminescence, uHTS (AID 1778); KOR beta-arrestin recruitment, luminescence, antagonist mode; higher % means a stronger effect; one-dose inhibition, % at 10 µM; IC50 in µM for titrated hits; 290,000 tested, 0.091% active; in the data active means inhibition above about 50%; further: strong numbers were not always called active
NTR1 agonist: NTR1-driven beta-arrestin-GFP spot formation – imaging, U2OS cells, high content, primary screen (AID 493036) | agonist mode | activation, % at 20 µM | 330,000 tested, 0.17% active;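 active means activation at or above 40% of the spot to cytoplasm intensity ratio, with at least 20 cells analyzed; inconclusive means wells under 20 cells, flagged as cytotoxic or low count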;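 further: 0% = DMSO without peptide and 100% = 100 nM NTR1 peptide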
Target sequence (P30989 whole entry, looked up): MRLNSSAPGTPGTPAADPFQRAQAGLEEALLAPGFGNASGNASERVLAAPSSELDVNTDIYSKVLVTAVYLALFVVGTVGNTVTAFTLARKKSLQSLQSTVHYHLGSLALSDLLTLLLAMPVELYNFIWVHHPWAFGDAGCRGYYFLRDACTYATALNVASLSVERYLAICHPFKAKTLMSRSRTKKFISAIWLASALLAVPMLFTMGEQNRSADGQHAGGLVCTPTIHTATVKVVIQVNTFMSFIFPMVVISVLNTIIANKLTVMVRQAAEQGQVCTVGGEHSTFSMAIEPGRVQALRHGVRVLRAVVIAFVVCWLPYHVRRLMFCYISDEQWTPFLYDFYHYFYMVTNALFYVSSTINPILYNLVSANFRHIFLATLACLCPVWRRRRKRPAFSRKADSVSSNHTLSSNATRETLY
KOR beta-arrestin-2: kappa opioid receptor activators – cell-based, luminescence, uHTS, primary screen (AID 1777). KOR beta-arrestin recruitment, luminescence; higher % means a stronger effect. activation, % at 10 µM; hits with a dose series show EC50 in µM. 280,000 tested, 0.02% active; in the data active means activation above about 50%, passing the limit was not always enough; further: a part of the inactive calls stands beside numbers as strong as those of hits
T cell HTS vesicle-bound %: recorded beside T cell HTS, whose call it bears; double positive events, %; measured here: CD8+ vesicle-bound cell fraction;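 binding gate set so that unloaded-vesicle control wells show 10% double positive cells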
NTR1 agonist cell count 20 µM: also measured in NTR1 agonist; calls as there; cell count; measured here: cell count, cytotoxicity flag
* marks the source's active call; other numbers are inactive results; i = inactive; ? = inconclusive; · = no result given; [ ] = remark or other dose.

smiles	GPR55 beta-arrestin	West Nile virus CPE	NTR1 agonist cell count 20 µM	Salmonella PhoP GFP	KOR beta-arrestin-2	NTR1 agonist	GPR55 LPI antagonism	KOR beta-arrestin-1	GPR35 arrestin U2OS	T cell HTS	T cell HTS vesicle-bound %
Cc1nnc(SCC(=O)Nc2nsc(-c3ccccc3)n2)s1	0.0%	1.2%	94	-1%	4.6%	-0.5	1%	-2%	-4%	i	28
COc1cccc(N(CC(=O)N2CCCCCC2)S(C)(=O)=O)c1	-0.2%	-0.3%	55	1%	3.1%	0.2	6%	-4%	5%	i	45
CC(=O)CCC(=O)NCCc1ccccc1F	-0.1%	0.1%	45	-1%	-1.8%	-0.8	0%	-31%	12%	i	28
CN(Cc1ccccc1)C(=O)c1cccc(N2C(=O)C3CC=CCC3C2=O)c1 (centres undefined)	0.0%	0.0%	52	-3%	3.2%	-0.2	3%	-28%	4%	i	24
CN(C)C(=O)Nc1ccc(F)cc1F	-0.1%	-0.4%	51	4%	1.4%	-0.2	3%	-18%	-2%	i	40
COc1ccc(OC)c(NC(=O)CN(Cc2ccc(F)cc2)C2CCCCC2)c1	0.3%	-0.8%	41	-4%	-2.1%	5.4	2%	8%	6%	i	12
O=C(N/N=C/c1ccc2c(c1)OCO2)C(=O)Nc1cccc(Cl)c1	-0.2%	-0.3%	46	1%	-0.9%	-0.1	-8%	11%	-23%	i	10
CN(C)C(=O)c1nc2ccc(Cl)cn2c1CNCc1cccc(OC(F)(F)F)c1	1.1%	-0.6%	63	2%	1.8%	-0.1	28%	8%	-5%	i	39
O=C(COC(=O)/C=C/C(=O)OCC(=O)NC12CC3CC(CC(C3)C1)C2)NC12CC3CC(CC(C3)C1)C2	0.2%	-0.4%	63*	6%	3.5%	85*	4%	25%	-6%	i	22
Cc1cccc(/C=N/Nc2nncc3ccccc23)c1	-0.3%	-1.0%	59	4%	-2.5%	3.7	8%	-3%	-3%	i	49
Cc1nc(NC(=O)C(C)Oc2cccc(Cl)c2)sc1C(=O)N(C)C (centres undefined)	0.6%	-0.6%	70	-6%	3.5%	0.7	-7%	-6%	-2%	i	24
Cc1cccc(NC(=O)c2cnc3ccccn3c2=O)c1	-0.1%	0.3%	39	9%	-6.9%	5.5	7%	2%	-2%	·	·
Cn1c(/C(C#N)=C(\O)c2cc(Cl)sc2Cl)nc2ccccc21	-0.2%	3.2%	61	5%	-2.1%	-0.1	0%	-16%	-5%	i	25
c1cncc(CNC2CCCc3ccccc32)c1 (centres undefined)	0.2%	0.0%	81	-9%	4.6%	-0.6	-13%	-1%	-2%	i	29
CCOC(=O)CSc1nnnn1-c1cc(OC)c(Cl)cc1OC	0.0%	0.8%	63	0%	0.4%	-1.4	-1%	-29%	10%	i	14
COc1ccc(NC(=O)N2CCN(S(=O)(=O)c3ccc(F)cc3)CC2)c(OC)c1	-0.1%	-0.4%	67	2%	4.8%	0.3	8%	5%	11%	i	67
Cc1cc(C)cc(NC(=O)c2cc(S(=O)(=O)N3CCCC3)cn2C)c1	0.0%	0.0%	69	·	-4.1%	-0.9	15%	10%[20 µM]	0%	i	33
O=C(CSc1nnc(COc2ccccc2)o1)NC1CC2CCC1C2 (centres undefined)	-0.1%	0.5%	72	6%	7.8%	-0.3	11%	-16%	-6%	i	35
CNC(=O)c1csc(-c2ccc(Cl)cc2)n1	0.5%	-0.7%	98	-1%	-3.3%	0.1	-5%	-33%[20 µM]	4%	i	32
CN1CCN(c2nc(-c3ccccc3Cl)nc3ccccc23)CC1	0.4%	-0.8%	83	19%	0.8%	-0.1	-1%	10%	-9%	i	19
Cc1c(NC(=O)/C(=C/c2cccs2)c2cccs2)c(=O)n(-c2ccccc2)n1C	0.2%	-0.2%	63	-10%	3.5%	1.7	15%	7%	18%	i	42
O=C1CCC(=O)N1c1ccc(NCc2ccccc2Cl)c([N+](=O)[O-])c1	-0.3%	-0.9%	65	0%	5.1%	-0.2	9%	32%	18%	i	20
COc1ccc(C(=O)c2ccccc2Cl)cc1	-0.1%	0.8%	42	-15%	-3.1%	0.3	4%	-1%	0%	i	44
CC(C)(CC(=O)O)CC(=O)NCc1c(Cl)cccc1Oc1ccccc1	0.0%	0.6%	59	-7%	1.5%	0.9	5%	-1%	1%	i	35
N#CCSc1nc(-c2ccccc2)c2cc(Cl)ccc2n1	-0.3%	-0.3%	46	-4%	5.3%	2.5	11%	13%	-4%	i	42
O=C(CCn1cnc2ccccc21)N/N=C/C=C/c1ccccc1	0.0%	0.2%	31	6%	-2.1%	2.5	2%	-1%	-8%	i	18
CCCCCOCC1CC(C/C(C)=N/NC(N)=S)C(=O)O1 (centres undefined)	0.1%	1.8%	41	12%	3.5%	0.8	-3%	11%	20%	i	24
NNC(=O)c1ccc(N2CCCCCC2)c([N+](=O)[O-])c1	0.2%	-0.4%	52	-1%	0.6%	1.7	0%	20%	1%	i	48
COc1ccc(N2CCN(c3ccc(C(=O)O)cc3[N+](=O)[O-])CC2)cc1	-0.1%	0.7%	103	-3%	0.0%	0.4	2%	-15%	14%	i	61
O=c1[nH]c(NNC(=S)NCc2ccccc2)nc2c1C1(CCCCC1)Cc1ccccc1-2	0.4%	-0.4%	76	44%	3.6%	20	0%	32%	-23%	i	58
COc1ccccc1-c1cc(C(F)(F)F)n2ncc(S(=O)(=O)c3ccccc3)c2n1	0.2%	1.8%	96	13%	2.5%	1.6	39%	-13%	-8%	i	43
Cc1ccc(OCc2nc(C#N)c(NCc3ccc4c(c3)OCO4)o2)cc1	-0.2%	-0.4%	48	2%	8.3%	4.4	-8%	-24%	-1%	i	45
COc1cc(NC(=S)NCCCN2CCOCC2)cc(OC)c1	0.5%	1.2%	50	1%	-3.6%	0.0	3%	-6%	-2%	i	45
Cc1ccc(N(C(=O)c2ccc(CN3CCOCC3)o2)C(C(=O)NCCC(C)C)c2cccs2)c(C)c1 (centres undefined)	-0.1%	-1.8%	41	-12%	2.8%	4.6	14%	-7%	9%	i	44
COc1ccc(Oc2coc3cc(OCC(=O)N4CCCCC4)ccc3c2=O)cc1	-0.3%	-1.4%	56	-13%	0.9%	-0.7	15%	-8%	·	i	39
CC(N)(C(=O)O)c1cccc(OCc2cccc(Cl)c2)c1 (centres undefined)	-0.3%	0.1%	60	-3%	5.3%	-0.7	4%	0%	7%	i	34
Cc1oc(C(=O)O)cc1COc1ccc2c3c(c(=O)oc2c1)CCC3	-0.1%	-0.4%	94	7%	3.3%	-1.5	-3%	-49%	-12%	i	22
Cc1sc(-c2ccccn2)nc1OC(=O)c1cccc(Cl)c1Cl	-0.2%	0.3%	75	11%	-2.7%	5.0	3%	-21%	-4%	i	53
CCOc1ccc(S(=O)(=O)N(CC(=O)NCc2cccnc2)c2ccc(C)cc2)cc1	0.2%	-0.3%	61	3%	-1.6%	0.7	-16%	-9%	5%	i	18
CCN(CC)c1ccc(/C=C2\CCC(/C=N/NC(=O)c3ccc(=O)n(C)c3)=C2N2CCOCC2)cc1	0.5%	-0.4%	97	-6%	-0.4%	-2.1	25%	19%	-6%	i	59
COCCNC(=O)c1nn(-c2cc(OC)cc(OC)c2)c(=O)c2ccccc12	0.2%	0.0%	64	6%	-1.7%	-1.7	-1%	-37%	1%	i	55
COc1ccc(COC(=O)Nc2cc3c(C(F)(F)F)nn(C)c3s2)cc1	-0.1%	0.0%	77	3%	0.0%	-3.4	26%	-36%	9%	i	42
COc1ccc(S(=O)(=O)Nc2cc(C)ccc2OC)cc1C	-0.1%	-0.3%	40	6%	1.9%	-0.3	9%	4%	15%	i	39
Cc1ccc2nc(CSc3nnc(Cc4cccs4)n3C3CCCCC3)cc(=O)n2c1	-1.0%	-0.8%	84	8%	0.6%	-3.1	-14%	-23%	-13%	i	25
Cc1nnc(Sc2nc3ccccc3o2)c2ccccc12	-0.1%	?	64	-1%	-5.5%	-1.3	7%	30%	-4%	i	18
CCOC(=O)c1ccc(Nc2ncnc3ccccc23)cc1	-0.1%	-0.7%	57	-3%	2.5%	0.2	1%	-8%	-1%	i	31
COc1ccc(CCNC(=O)C(=O)Nc2ccc3c(c2)OCO3)cc1OC	0.2%	0.0%	47	-11%	3.6%	4.1	6%	-11%	-9%	i	17
Cc1cc(C)n(C(=O)c2ccc(C)c(S(=O)(=O)N3CCCC3)c2)n1	0.2%	0.2%	44	-1%	5.4%	3.2	10%	-10%	16%	i	34
COc1cccc(-n2c(SCC(N)=O)nnc2-c2ccncc2)c1	-0.3%	0.2%	59	-6%	4.0%	1.5	4%	-19%	11%	i	19
O=C(CSc1nnc(-c2ccco2)o1)N1CCOCC1	-0.1%	-0.2%	59	8%	·	-1.1	2%	12%	2%	i	11

Further structures.
smiles	GPR55 beta-arrestin	West Nile virus CPE	NTR1 agonist cell count 20 µM	Salmonella PhoP GFP	KOR beta-arrestin-2	NTR1 agonist	GPR55 LPI antagonism	KOR beta-arrestin-1	GPR35 arrestin U2OS	T cell HTS	T cell HTS vesicle-bound %
O=C(c1cc(Cl)ccc1Cl)N1CCc2ccccc21	-0.1%	-1.8%	46	-2%	-2.4%	-1.0	-12%	-60%[20 µM]	10%	i	35
CC(C)(C)NC(=O)C(OC(=O)Cn1nnc(-c2ccc(F)cc2)n1)c1ccncc1 (centres undefined)	-0.1%	-0.7%	46	-6%	1.8%	-0.5	4%	7%	19%	i	25
CCOc1ccccc1-n1c(=O)c2ccccc2c2ccccc2c1=O	-0.3%	-0.2%	64	-5%	5.1%	1.9	15%	15%	17%	i	47
O=C(O)C1CCC(c2ccc(-c3ccccc3)cc2)CC1 (centres undefined)	0.3%	-0.3%	68	5%	1.0%	1.2	-1%	-39%	15%	i	48
CCOC(=O)CSc1cc(C)nc(N)n1	-0.1%	0.7%	88	2%	-3.5%	-0.3	0%	30%	12%	i	38
COc1ccc(-c2cc(C(=O)Nc3ccccc3O)c3ccccc3n2)cc1OC	-0.1%	2.0%	30	-6%	·	9.2	19%	-67%[20 µM]	-6%	i	67
